Compound activity from PubChem.
Wnt act: Wnt/beta-catenin pathway activators, primary screen, cell-based, plate reader, single point; Wnt/beta-catenin reporter cell assay, activator; activation, % at 9.35 µM; 300,000 compounds, 1.2% hits; in the data active = activation above about 30%, passing the limit was not always enough; inconclusive = no clear call, values can overlap the other calls;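 also: 0% = neutral control wells and 100% = positive control wells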
dFosB activator: activators of delta FosB homodimer, primary screen, biochemical, fluorescence polarization, TAMRA-CDK5 oligo, single point. purified delta FosB; percent of positive-control signal above neutral wells. activation, % at 25 µM. 340,000 compounds, 0.99% hits. AID 493131, 2011;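 active = mean activation above about 17%, with every replicate also reaching it, limit read from the data, passing the limit was not always enough; inconclusive = only one of the two conditions met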;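 also: fluorescence polarization rise as delta FosB binds a TAMRA Cdk5 AP-1 oligo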
Target sequence (P13346 whole entry, looked up): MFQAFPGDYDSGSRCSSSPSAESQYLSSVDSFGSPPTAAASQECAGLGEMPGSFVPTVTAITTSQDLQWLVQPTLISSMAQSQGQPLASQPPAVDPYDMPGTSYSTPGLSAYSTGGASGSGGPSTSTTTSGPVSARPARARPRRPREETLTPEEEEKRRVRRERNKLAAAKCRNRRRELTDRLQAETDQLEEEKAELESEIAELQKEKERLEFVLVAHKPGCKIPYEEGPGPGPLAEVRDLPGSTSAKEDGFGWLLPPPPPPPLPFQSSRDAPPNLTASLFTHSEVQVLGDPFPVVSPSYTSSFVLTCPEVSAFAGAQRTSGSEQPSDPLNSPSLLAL
V-ATPase pH: regulators of yeast V-ATPase proton pumping, primary screen, pHLuorin cytosolic pH fluorescence; S. cerevisiae; 350,000 compounds, 0.37% hits; response, % at 10 µM; in the data active = response mostly above about 7.3%, no sharp cut-off; inactive = mostly below about 5.4%; also: actives read high; inactives centre near 0; some compounds called inactive have numbers as strong as hits; reference of the scale not given here
HTR5A ag: HTR5A agonists in luminescence cell assay, primary screen, counter-screen for OPRM1-OPRD1 heterodimer agonist project, full-deck HTS; 340,000 compounds, 0.61% hits; cell-based; activation, % at 9.3 µM; in the data active = activation mostly above about 9.5%, no sharp cut-off; inactive = mostly below about 7.6%;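 also: 0% = cells with vehicle only and 100% = reference agonist; strong numbers were not always called active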
HTR5A inv ag: HTR5A inverse agonists in luminescence cell assay, primary screen, counter-screen for OPRM1-OPRD1 heterodimer inverse agonist project, full-deck HTS; HTR5A cell line, inverse agonism; 340,000 compounds, 0.083% hits; inhibition, % at 9.3 µM; 5-hydroxytryptamine receptor 5A (Homo sapiens), P47898; in the data active = inhibition mostly above about 23%, no sharp cut-off; inactive = mostly below about 18%;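 also: 0% = cells with DMSO and 100% = no-cell wells with DMSO; some compounds called inactive have numbers as strong as hits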
MITF act: activators of MITF-driven TRPM1 promoter reporter, primary screen, cell-based, SK-MEL-5, luciferase, single point; activation, % at 12.5 µM; AID 588334, 2011; SK-MEL-5 TRPM1-promoter luciferase, 24 h; % of positive control, neutral wells = 0; 300,000 compounds, 0.75% hits;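 active = mean activation of at least 80% with every replicate also reaching 80%; inconclusive = mean reaches 80% but some replicate falls short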;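 also: 0% = neutral control wells and 100% = parthenolide positive control wells; values of inactives mirror those of a sister screen read the other way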
CDK5 inh: inhibitors of human CDK5/p35 kinase, primary screen, biochemical, single concentration | Cyclin-dependent kinase 5 (Homo sapiens) + Cyclin-dependent kinase 5 activator 1 (Homo … | 330,000 compounds, 0.01% hits | inhibition, % at 10 µM | Recombinant CDK5/p35, ADP-Glo luminescence, 60 min;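 active = highest replicate inhibition of at least 50% and at least 75% of replicates reaching 50%; inconclusive = only one of the two criteria met; inactive = both criteria failed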;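 also: plate controls were DMSO neutral control for no effect and GW8510 at 10 µM for full effect; many of its hits are not listed in these tables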
NSD2 HMT inh: NSD2 histone methyltransferase inhibitors, primary screen, biochemical, AlphaScreen, single concentration, set 2; AID 743445, 2014; inhibition, % at 12.5 µM; Histone-lysine N-methyltransferase NSD2 (Homo sapiens), O96028; 310,000 compounds, 0.54% hits; NSD2 peptide methylation, 120 min; in the data active = inhibition above about 50%
PvdQ acylase: P. aeruginosa PvdQ acylase inhibitors, primary screen, biochemical, fluorescence, plate reader and imaging, single point. AID 488965, 2010. purified PvdQ acylase. 340,000 compounds, 0.063% hits. inhibition, % at 10 µM; in the data active = inhibition above about 30%, passing the limit was not always enough; inconclusive = no clear call, values can overlap the other calls;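 also: 0% = vehicle neutral wells and 100% = reference inhibitor wells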
SR-BI DiI inh: inhibitors of SR-BI mediated HDL lipid uptake, primary screen, ldlA[mSR-BI] cells, fluorescence, single point | inhibition, % at 12.5 µM | Scavenger receptor class B member 1 (Mus musculus), Q61009 | 320,000 compounds, 0.96% hits | ldlA[mSR-BI] CHO cells, DiI-HDL uptake fluorescence, 3 h | AID 488896, 2010;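 active = mean replicate inhibition of at least 70% and a set share of replicates each scoring 70 or more; inconclusive = meets just one of the two criteria; inactive = fails both criteria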;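 also: 0% = median of neutral control wells and 100% = median of positive control wells; values of inactives mirror those of a sister screen read the other way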
Target sequence (Q61009 whole entry, looked up): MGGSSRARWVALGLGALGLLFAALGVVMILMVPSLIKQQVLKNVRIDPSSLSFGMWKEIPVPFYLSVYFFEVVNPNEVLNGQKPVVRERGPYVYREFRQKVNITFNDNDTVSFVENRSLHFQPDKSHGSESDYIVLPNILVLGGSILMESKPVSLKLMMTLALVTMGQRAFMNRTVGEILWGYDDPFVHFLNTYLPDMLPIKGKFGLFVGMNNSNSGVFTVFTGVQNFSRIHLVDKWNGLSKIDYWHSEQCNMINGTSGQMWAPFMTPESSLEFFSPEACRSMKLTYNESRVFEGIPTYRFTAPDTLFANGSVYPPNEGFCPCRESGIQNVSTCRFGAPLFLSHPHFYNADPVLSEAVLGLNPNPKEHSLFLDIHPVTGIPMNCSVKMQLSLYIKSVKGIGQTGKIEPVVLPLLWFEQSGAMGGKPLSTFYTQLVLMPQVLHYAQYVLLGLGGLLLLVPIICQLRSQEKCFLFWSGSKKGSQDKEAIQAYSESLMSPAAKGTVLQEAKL
* marks the source's active call; other numbers are inactive results; ? = inconclusive; · = no result given.

SMILES	Wnt act	dFosB activator	V-ATPase pH	HTR5A ag	HTR5A inv ag	MITF act	CDK5 inh	NSD2 HMT inh	PvdQ acylase	SR-BI DiI inh
CC12CCC(C(=O)NCc3ccc(Cl)cc3)(OC1=O)C2(C)C (stereo not drawn)	·	-4	0	-2	-7	-8	0.0	1	-14	-25
c1ccc2c(c1)OCC(c1nnc3n1-c1ccccc1SC3)O2 (stereo not drawn)	·	-4	2	-4	-1	-1	-0.9	5	-18	·
Cc1ccc(CSc2nnc(C)c(=O)n2N)cc1	4	5	4	1	7	2	1.3	-1	5	-26
O=C(Nc1ccc(O)c(-c2nc3ccccc3o2)c1)C1(c2ccc(Br)cc2)CCCC1	·	-5	0	-4	-7	0	3.0	0	-7	37
Cc1nc(CCNC(=O)COc2ccccc2)cs1	2	1	2	4	-13	-9	-0.1	·	-7	3
Cc1cc(C(=O)O)c(CSc2ncn[nH]2)o1	·	1	-3	0	12	2	2.3	7	10	-11
CSc1ccccc1NC(=O)CN(c1cccc(C)c1)S(C)(=O)=O	-1	-10	13*	7	2	-4	1.0	8	-3	-4
COc1ccc(-c2nsc(SCC(=O)NCC3CCCO3)n2)cc1 (stereo not drawn)	8	-6	4	2	-5	57	0.6	-4	-13	9
CSc1ccc(C2CC(=O)Nc3c2c(=O)n(C)c(=O)n3C)cc1 (stereo not drawn)	-4	0	0	2	-7	-8	-0.3	-1	-11	·
Cc1ncsc1CCC(=O)N1CCCC(C(=O)c2cccc(Cl)c2)C1 (stereo not drawn)	-4	-1	-1	3	3	9	-2.0	-1	-4	11
O=[N+]([O-])c1cc(/C=N/OCc2c(Cl)cccc2Cl)ccc1N1CCOCC1	·	0	2	1	-1	32	-3.6	2	-1	55
COc1ccc(CC(=O)Nc2ccc(NC(=O)c3ccccc3F)cc2)cc1	-1	20*	-1	3	-7	-1	-1.9	1	-3	8
Cc1cccc(C)c1NC(=O)C(=O)NCCOc1ccc(Cl)cc1	-1	-8	-1	-1	1	-1	·	-3	2	9
COc1ccc(N2CCn3c2nc2c3c(=O)n(CCCc3ccccc3)c(=O)n2C)c(OC)c1	-12	-15	-7	·	·	·	0.5	1	4	22
O=C(Nc1ccccc1N1CCOCC1)c1ccc2c(c1)OCCO2	2	1	2	4	-9	3	0.5	-1	-7	31
CN(c1ccc(OCC(=O)OCc2nnc(-c3ccccc3)o2)cc1)S(=O)(=O)c1ccc(Cl)cc1	5	-2	-2	-2	8	8	0.3	-1	-15	-19
Cc1nc2n(n1)CC(O)CS2 (stereo not drawn)	3	2	-2	-3	7	-3	-1.8	-3	-10	-11
CCN(CC)C(=O)CSc1nc2cc(S(=O)(=O)N3CCOCC3)ccc2n1CC	2	-4	-2	-5	8	1	-0.2	0	-13	-4
C/C(=N\NC(=O)CCc1ccccc1)c1ccc(Br)cc1	-9	3	0	-4	10	9	1.2	1	-6	4
CCOC(=O)CC1C(=O)NCCN1C(=O)NC1CCCCC1 (stereo not drawn)	·	-14	3	0	-12	-2	-0.8	1	1	-10
Cc1ccc(S(=O)(=O)N2CCCOC2CNC(=O)C(=O)NCc2ccccn2)cc1 (stereo not drawn)	0	-1	-1	0	-1	-7	-1.7	0	-9	-12
Cc1nn(C)c(Cl)c1NC(=O)OCc1ccccc1	·	4	-4	2	-7	·	1.1	0	-10	-25
CCOC(=O)c1c(NS(C)(=O)=O)sc2c1CCC(C)C2 (stereo not drawn)	·	-10	6	-9	22	-12	-1.0	5	1	4
O=C(O)c1ccc(C2(c3ccc(C(=O)O)cc3)OC(=O)c3ccccc32)cc1	-1	-2	-2	3	19	-2	-0.4	-2	-10	·
Cc1ccc(-n2ncc3c(=O)n(CC(=O)N(C(C)C)C(C)C)cnc32)cc1	-1	7	-1	-2	6	·	-1.2	-2	-13	-9

Some of these compounds in order of the CDK5 inh value, smallest number first:
SMILES | Wnt act | dFosB activator | V-ATPase pH | MITF act | CDK5 inh | NSD2 HMT inh | PvdQ acylase | SR-BI DiI inh
c1ccc2c(c1)OCC(c1nnc3n1-c1ccccc1SC3)O2 (stereo not drawn) | · | -4 | 2 | -1 | -0.9 | 5 | -18 | ·
CCN(CC)C(=O)CSc1nc2cc(S(=O)(=O)N3CCOCC3)ccc2n1CC | 2 | -4 | -2 | 1 | -0.2 | 0 | -13 | -4
CC12CCC(C(=O)NCc3ccc(Cl)cc3)(OC1=O)C2(C)C (stereo not drawn) | · | -4 | 0 | -8 | 0.0 | 1 | -14 | -25
COc1ccc(-c2nsc(SCC(=O)NCC3CCCO3)n2)cc1 (stereo not drawn) | 8 | -6 | 4 | 57 | 0.6 | -4 | -13 | 9

Following part:
SMILES	Wnt act	dFosB activator	V-ATPase pH	HTR5A ag	HTR5A inv ag	MITF act	CDK5 inh	NSD2 HMT inh	PvdQ acylase	SR-BI DiI inh
NCC(O)c1ccc(O)c(O)c1 (stereo not drawn)	-2	3	-1	-2	7	-8	-1.1	·	2	-5
O=C(CCCc1ccccc1)NC1CCSC1=O (stereo not drawn)	-1	-3	2	6	-15	8	-0.8	-3	-12	-4
Nc1cc(=O)nc(SCC(=O)Nc2ccccc2)n1-c1ccccc1	-1	-5	4	2	-4	6	1.5	-3	-6	-27
Cc1c(C(=O)NCCN2C(=O)S/C(=C\c3cccs3)C2=O)cccc1[N+](=O)[O-]	2	12	3	-1	-12	1	3.7	9	-11	14
O=C1CCNCCN1[C@H](CO)c1ccccc1	-1	5	2	1	-27	0	-2.0	·	5	-4
Cc1ccc(NC(=O)C(=O)c2ccc(C)cc2)cc1	?	-2	2	3	-9	65	0.1	0	-4	-10
CCC1(C)CC(c2csc(N)n2)CCO1 (stereo not drawn)	·	7	-2	1	5	5	1.9	-1	0	4
CCN(C(=O)CSc1nnc(-c2cccs2)n1CC)C1CCS(=O)(=O)C1 (stereo not drawn)	0	2	1	8	-23	4	0.7	-1	-2	-21
COc1ccc(OC)c(NC(=O)c2ccc(NS(=O)(=O)c3c(C)noc3C)cc2)c1	-4	-9	1	6	-2	-4	0.6	·	-8	27
COCc1c(C(=O)OCc2c(C)noc2C)oc2ccccc12	2	0	-2	-1	3	-5	0.6	-3	-5	-6
O=C(C1CCCN(Cc2cccc(F)c2)C1)N1CCCCC1 (stereo not drawn)	-6	-6	-1	0	0	-5	0.0	1	0	-11
O=C(NCc1ccccc1)c1sc(=S)n2c1[nH]c(=O)c1ccccc12	-1	-14	4	7	6	·	-2.5	17	3	-49
CCCOP(=O)(c1ccc(N(C)C)cc1)C(O)c1ccc(N(C)C)cc1 (stereo not drawn)	0	-2	4	2	-6	3	2.0	-1	2	28
O=C(NCc1ccccc1)N[C@@H](Cc1c[nH]c2ccccc12)C(=O)O	-4	-4	3	1	0	-4	0.0	0	-6	-36
O=C(O)Cc1c(-c2ccccc2)c2cc(Cl)ccc2[nH]c1=O	4	7	-3	1	-3	-4	0.4	-5	-4	-30
CC(C)c1ccc(C(=O)NC(=S)Nc2ccc3[nH]c(=O)[nH]c3c2)cc1	-3	-9	-1	-4	13	-9	0.6	4	6	·
Cc1nnc(NC(=O)/C=C/c2ccco2)s1	·	-3	2	-3	-25	21	0.3	1	2	-2
CCN(C(=O)CN1C(=O)NC(c2ccccc2)(c2ccccc2)C1=O)c1ccccc1	-2	-8	-4	1	-9	1	-0.8	1	-18	·
N#CCc1ccc(OC(=O)c2cccnc2Cl)cc1	39*	-4	4	-4	-15	70	0.1	-3	-12	3
Cc1ccc(S(=O)(=O)CC(=O)Nc2cccc(C)n2)cc1	15	0	1	2	-5	-16	0.0	4	-11	·
O=C(CCCN1C(=O)S/C(=C\c2ccccc2)C1=O)NNC(=O)c1ccccc1O	-3	1	-1	-1	3	-71	2.5	-1	-4	23
CC1=C(C(=O)OC(C)C)C(c2cccnc2)n2ncnc2N1 (stereo not drawn)	3	0	3	-1	6	-7	-1.0	·	-10	-22
COc1ccc(-n2nc(C(=O)Nc3nc4ccc(OC)cc4s3)c3ccccc3c2=O)cc1	15	2	-1	-3	10	9	-1.1	1	-6	33
CC(=O)c1ccc(NC(=O)COc2ccc3c(c2)OCO3)cc1	1	10	1	0	0	8	1.7	0	13	4
COc1ccc(S(=O)(=O)Nc2cccc3c2O[C@H](CN(C)S(=O)(=O)c2ccc(OC)cc2)[C@@H](C)CN([C@H](C)CO)C3=O)cc1	-5	11	0	0	1	0	-1.0	·	-17	-18

A different layout for part of the listing above.
Results follow in this order: Wnt act, dFosB activator, V-ATPase pH, HTR5A ag, HTR5A inv ag, MITF act, CDK5 inh, NSD2 HMT inh, PvdQ acylase, SR-BI DiI inh
> O=C(O)Cc1c(-c2ccccc2)c2cc(Cl)ccc2[nH]c1=O
 : 4, 7, -3, 1, -3, -4, 0.4, -5, -4, -30
> CCC1(C)CC(c2csc(N)n2)CCO1 (stereo not drawn)
 : ·, 7, -2, 1, 5, 5, 1.9, -1, 0, 4

Next section
SMILES	Wnt act	dFosB activator	V-ATPase pH	HTR5A ag	HTR5A inv ag	MITF act	CDK5 inh	NSD2 HMT inh	PvdQ acylase	SR-BI DiI inh
COC(=O)c1cc2c(ccn2-c2ccc(F)cc2)n1CC(=O)N1CCN(C(=O)c2ccco2)CC1	·	-15	-1	-1	-3	1	1.2	-5	-14	?
CCOc1ccc(N(CC(=O)O)S(=O)(=O)c2cccnc2)cc1	1	0	2	2	-7	4	0.8	·	-7	-6
COc1ccccc1Sc1nc(-c2ccccn2)ncc1OC	-11	-9	-5	0	15	-34	-3.5	11	-15	14
CSc1cccc(NC(=O)c2ccccc2N(C)S(C)(=O)=O)c1	-4	3	-2	2	-12	·	-3.5	4	-3	-2
COc1ccc(C(=O)Oc2cccc(Nc3ncnc4ccccc34)c2)cc1OC	1	-14	1	-1	7	2	1.4	-2	-10	13
Cc1ccccc1OCCN1CCCC1	-1	-2	-1	8	-26	·	-1.4	1	-4	10
CCN1CCCC1CNC(=O)CN1C(=O)COc2ccc(C)cc21 (stereo not drawn)	3	-9	2	-7	20	-8	-2.1	·	-4	·

Rows are unselected; about 5% have a hit in one of these screens.
